IL-2 act – activators of IL-2 | IL-2 activation reporter assay, cell-based qHTS; stimulated with anti-CD3/CD4/CD28 beads; in transgenic mouse T cells | activation, % (series mostly up to about 46 µM) | 360,000 tested, 0.065% active; in the data active means activation above about 50%; inconclusive means mostly about 30% to 49%; further: 0% is about no effect
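Quantitative HTS in unstimulated transgenic mouse T cells, with memory T cells as non-tolerant control and PMA/ionomycin as tolerance-bypass control. Compound pretreatment lasted 60 minutes before 18 h bead stimulation; EGFP/DsRed fluorescence read.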
PLK1 PBD inh – blocks phosphopeptide binding to human PLK1 polo-box domain; Plk1 PBD binding of FITC phosphopeptide, fluorescence polarization; Potency, µM, without a hit: max response, negative = inhibition, most hits filed as inhibitors; 360,000 tested, 2.8% active; further: potency means the concentration at half of the fitted maximal effect; series mostly up to about 57 µM; on the % scale 0 is the no-effect control and ±100 the full control effect; nearly all actives have a fitted effect of over 65% in size
Target sequence (P53350 whole entry, looked up, the tested form may be a part): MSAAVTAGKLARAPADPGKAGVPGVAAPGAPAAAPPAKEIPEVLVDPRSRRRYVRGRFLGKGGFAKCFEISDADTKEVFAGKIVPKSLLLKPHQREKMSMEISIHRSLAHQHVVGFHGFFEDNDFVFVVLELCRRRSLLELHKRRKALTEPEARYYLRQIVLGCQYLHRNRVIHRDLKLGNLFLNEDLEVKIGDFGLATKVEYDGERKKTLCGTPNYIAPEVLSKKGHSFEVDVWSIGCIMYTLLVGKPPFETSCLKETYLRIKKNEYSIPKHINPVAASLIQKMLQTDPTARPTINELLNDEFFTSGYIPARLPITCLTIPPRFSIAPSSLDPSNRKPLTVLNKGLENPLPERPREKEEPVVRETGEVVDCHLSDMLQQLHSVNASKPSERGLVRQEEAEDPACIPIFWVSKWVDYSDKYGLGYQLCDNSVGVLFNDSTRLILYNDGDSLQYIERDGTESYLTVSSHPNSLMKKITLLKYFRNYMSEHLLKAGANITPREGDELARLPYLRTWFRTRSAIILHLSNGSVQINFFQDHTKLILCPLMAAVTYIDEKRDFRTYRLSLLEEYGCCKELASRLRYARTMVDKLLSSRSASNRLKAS
EPAC1 ag – EPAC1 (human) agonism; EPAC1 agonist qHTS, biochemical assay; response scale: 100% = response to 6.5 mM cAMP; Potency, µM (series often up to 154 µM), inactives show top-dose activation, hits mostly activators; 360,000 tested, 0.073% active; further: potency means the concentration at half of the fitted maximal effect; nearly all actives have a fitted effect of over 60% in size
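Multi-concentration qHTS readout: loss of Rap1B-bound BODIPY-GDP fluorescence driven by 100 nM EPAC1 with excess GDP (50 uM), monitored kinetically at room temperature; agonist response expressed relative to 6.5 mM cAMP.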
WRN inhibitor – blocks human WRN helicase; WRN helicase unwinding, fluorescent forked duplex, kinetic; Q14191; AID 651768; 360,000 tested, 0.46% active; Potency, µM (highest dose often 114 µM), without a hit: at the top dose activity change, negative = inhibition, hits mostly inhibitors; further: potency means the concentration at half of the fitted maximal effect; on the % scale 0 is the no-effect control and ±100 the full control effect; nearly all actives have a fitted effect of over 55% in size
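Screening of the MLSMR collection measured strand separation of a quenched forked DNA duplex (100 nM) by 20 nM WRN with 2 mM ATP, all final. Compounds were preincubated with enzyme 15 min at room temperature.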
EPAC1 antag – EPAC1 (human) antagonism; AID 720709; Potency, µM (highest dose often 115 µM), without a hit: at the top dose activity change, negative = inhibition, usual class: inhibitors; EPAC1 GEF assay, Rap1b-BODIPY-GDP exchange fluorescence; O95398; 360,000 tested, 0.14% active;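 further: potency means the concentration at half of the fitted maximal effect; plate controls were vehicle for no effect and positive control for full effect; nearly all actives have a fitted effect of over 50% in size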
PI5P4K alpha inh – blocks human PI5P4K alpha kinase activity | P48426 | PI5P4Kalpha enzyme, ADP-Glo luminescence, 60 min; stronger effect = lower value | max response, % | 330,000 tested, 1.2% active; active means max response of -50% or lower; inconclusive means between -30% and -50%; inactive means -30% or higher; further: value at the top dose of about 77 µM; on the % scale 0 is the no-effect control and ±100 the full control effect
Target sequence (P48426 whole entry, looked up): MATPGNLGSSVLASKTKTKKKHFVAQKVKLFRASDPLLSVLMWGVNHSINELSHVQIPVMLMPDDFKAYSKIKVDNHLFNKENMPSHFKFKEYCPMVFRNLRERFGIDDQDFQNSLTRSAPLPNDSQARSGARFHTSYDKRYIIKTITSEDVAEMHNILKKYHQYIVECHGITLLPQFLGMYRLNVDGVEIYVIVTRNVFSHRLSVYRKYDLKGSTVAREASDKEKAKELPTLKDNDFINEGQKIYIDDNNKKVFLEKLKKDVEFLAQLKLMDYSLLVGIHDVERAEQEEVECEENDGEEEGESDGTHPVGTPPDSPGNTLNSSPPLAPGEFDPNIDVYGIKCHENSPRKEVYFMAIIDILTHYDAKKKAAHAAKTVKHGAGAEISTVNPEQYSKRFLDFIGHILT
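qHTS, 1536-well: enzyme/substrate mix, compound by pin tool, 5 microM ATP final; RT 60 min; ADP-Glo reagents 1 (45 min) then 2 (30 min); luminescence.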
FUS yeast rescue – rescues growth of FUS-expressing yeast | S. cerevisiae FUS-expressing, growth rescue, OD600, 24 h | Potency, µM (highest dose often 76.6 µM), for the others: top-dose growth rescue (activation), hits mostly activators | 390,000 tested, 0.24% active;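 further: potency means the concentration at half of the fitted maximal effect; plate controls were DMSO vehicle for no effect and reference control for full effect; nearly all actives have a fitted effect of over 55% in size; some results filed as inactive show a strong effect at the top dose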
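Restored growth of FUS-toxic S. cerevisiae, read as 600 nm absorbance after 24 h at 30C in galactose medium (starting OD 0.005). Controls CP55940 and DMSO.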
Abeta rescue – compounds reversing amyloid beta toxicity in yeast; AID 1347071; yeast expressing A-beta42, growth rescue, OD600, 48 h; response scale: 0% DMSO, 100% iron-clioquinol control; 410,000 tested, 0.063% active; Potency, µM (doses to about 46.1 µM), for the others: at the highest dose growth rescue, hits mostly activators; further: potency means the concentration at half of the fitted maximal effect; nearly all actives have a fitted effect of over 55% in size
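Growth rescue measured by 600 nm absorbance after 48 h yeast culture at 30 C with compound. Values normalized between DMSO and an equimolar ferric chloride plus clioquinol control.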
An asterisk follows results filed as active; ? = inconclusive; · = not tested or not shown; [ ] = dose if it differs, or a comment. Unless noted, the call rests on the fitted dose curve; in most records, active means well fitted curve in the direction sought with a large enough effect; inconclusive means small, poorly fitted or top-dose-only effect, or another doubt; inactive means no such curve, though single readings can be large; an effect the other way counts as inactive or inconclusive.

SMILES | IL-2 act | PLK1 PBD inh | EPAC1 ag | WRN inhibitor | EPAC1 antag | PI5P4K alpha inh | FUS yeast rescue | Abeta rescue
O=C(Nc1sc2c(c1C(=O)O)CCCCC2)c1cccs1 | -1.0 | -14% | 3% | 0% | -6% | -15 | -5% | -78%[inhibitor]
O=C(NCc1ccccc1)C(=O)Nc1nc(-c2ccccc2)cs1 | 2.3 | -4% | -1% | ? | 3% | -7 | -19% | 14%
CN(C)C1=NCC(CSC(=N)N)S1 (centres undefined) | 0.1 | -5% | 7% | -3% | -15% | 0 | -39%[inhibitor] | 11%
COc1ccc(C)c2sc(N3CCCC3)nc12 | -2.2 | -17% | 15% | 0% | -14% | 0 | 8% | 16%
CC(=O)NCCC(=O)Nc1cc(S(=O)(=O)N2CCOCC2)ccc1N1CCCC1 | -2.5 | -5% | -1% | 12% | 12% | 0 | 2% | 3%
CC(C)COc1cccc(C(=O)Nc2cc(S(=O)(=O)N3CCOCC3)ccc2N2CCCC2)c1 | -5.2 | -1% | -7% | -3% | 4% | 0 | · | -7%
CCOc1ccc(CCNC(=O)COC(=O)/C=C/c2ccc(OC(F)F)c(OC)c2)cc1OCC | -0.2 | 6% | -20% | -1% | -8% | -1 | 9% | 3%
COc1ccc(CN2CCC[C@]3(N[C@H](c4ccc(OC)cc4)[C@@H]4C(=O)N(C)C(=O)[C@@H]43)C2=O)cc1 | -0.5 | -8% | 10% | -2% | 5% | 3 | -10% | 4%
COc1ccc([C@H]2C[C@H](O)[C@@H](n3cc(C4CC4)nn3)CN2Cc2cccs2)cc1 | -3.0 | -2% | -4% | -1% | -3% | -2 | -5% | -10%
COc1ccc(-c2nc3ccccn3c2CN2CCN(c3ccccc3F)CC2)cc1 | -0.4 | 3% | 10% | -1% | -21% | 21 | -1% | -18%
Cc1cccc(NC(=S)N2CCN(C(=O)C3CCCO3)CC2)c1 (centres undefined) | -0.6 | 1% | -3% | 5% | 7% | 2 | · | -1%
CCOC(=O)N1CCN(C2CCCN(C(=O)c3ccccc3C(F)(F)F)C2)CC1 (centres undefined) | -2.6 | 0% | -16% | -3% | -15% | 7 | · | 10%
COc1cc2c(cc1OC)CN(S(=O)(=O)c1ccc(Cl)nc1)CC2 | -3.1 | -11% | -3% | 5% | 11% | 5 | 1% | -6%
CCOC(=O)c1ccc(NC(=O)Nc2ccc3c(c2)OCCO3)cc1 | -3.9 | -4% | 28% | -24% | -4% | · | 19% | 9%
Cc1nnnn1CC(=O)Nc1ccccc1[N+](=O)[O-] | 0.9 | -3% | 8% | -3% | -6% | -6 | -11% | 13%
CN(Cc1cccnc1)C(=O)CNC(=O)COc1ccccc1 | -1.7 | 2% | 4% | -2% | -3% | 9 | 26% | -12%
Cc1nc(CSc2ccccc2)cc(=O)[nH]1 | -4.0 | -19% | 2% | 4% | 5% | -5 | 16% | -12%
Cc1ccc(NC(=O)C(NC2CCCc3ccccc32)c2ccccc2)c([N+](=O)[O-])c1 (centres undefined) | -3.3 | -12% | 3% | ? | -2% | 4 | -2% | -15%
CC1(c2ccccc2Cl)NC(=O)N(CC(=O)Nc2ccccc2OC(F)F)C1=O (centres undefined) | 1.7 | ? | -4% | -3% | 8% | 2 | 21% | 1%
CCOC(=O)C1CCN(S(=O)(=O)c2ccc(CC)cc2)CC1 | -1.6 | 8.4µM* | -4% | -23% | 2% | -27 | 8% | 12%
O=[N+]([O-])c1ccc2[nH]ncc2c1 | -0.6 | -3% | 7% | -2% | 4% | 2 | -6% | -14%
C=CC(=O)Nc1cccc(N(C)c2ccnc(Nc3ccc(N4CCN(C)CC4)cc3)n2)c1 | -0.7 | -14% | -14% | ? | -5% | -65* | 7% | ?
CN1CCCC(OC(=O)c2cccc(Cl)c2)C1 (centres undefined) | 0.1 | -5% | 11% | -4% | 25% | -1 | -12% | 11%
CCc1ccccc1NC(=O)C1CCCN1C(=O)NCc1ccccc1 (centres undefined) | -1.1 | 0% | 10% | -3% | 7% | -8 | -4% | 7%
CN(Cc1cn(C)nc1-c1cccc(Cl)c1)C1CCOCC1 | -2.4 | 0% | 4% | 2% | -4% | -2 | -11% | 5%
Cc1c(NC(=O)c2cc(CC(C)C)on2)c(=O)n(-c2ccccc2)n1C | 2.2 | -9% | 1% | 3% | 9% | -1 | -23% | -13%
Cc1nc(SCc2ccc(Cl)c(Cl)c2)n[nH]1 | -0.3 | -5% | 1% | -2% | -6% | 0 | -18% | -45%[inhibitor]
CCCC(=O)Nc1cc(C(=O)O)ccc1S(=O)(=O)c1ccc(C)cc1 | -1.9 | -13% | 7% | -18% | 2% | 3 | · | -5%
CS(=O)(=O)N(Cc1ccccc1)c1ccccc1C(=O)N1CCN(c2ccccc2)CC1 | -1.7 | -6% | 19% | -2% | ? | 3 | 48% | -3%
Cc1ccccc1C(=O)N1CCC(C(=O)N2CCN(c3ncccn3)CC2)CC1 | 0.4 | -2% | 11% | 2% | ? | 1 | -19% | 3%

Record cards, from the list above. Order of screens: IL-2 act	PLK1 PBD inh	EPAC1 ag	WRN inhibitor	EPAC1 antag	PI5P4K alpha inh	FUS yeast rescue	Abeta rescue
O=[N+]([O-])c1ccc2[nH]ncc2c1 is entered as -0.6	-3%	7%	-2%	4%	2	-6%	-14%
Cc1ccc(NC(=O)C(NC2CCCc3ccccc32)c2ccccc2)c([N+](=O)[O-])c1 (centres undefined) is entered as -3.3	-12%	3%	?	-2%	4	-2%	-15%

Two entries drawn at random from those above, as already listed:
SMILES | IL-2 act | PLK1 PBD inh | EPAC1 ag | WRN inhibitor | EPAC1 antag | PI5P4K alpha inh | FUS yeast rescue | Abeta rescue
O=[N+]([O-])c1ccc2[nH]ncc2c1 | -0.6 | -3% | 7% | -2% | 4% | 2 | -6% | -14%
Cc1ccccc1C(=O)N1CCC(C(=O)N2CCN(c3ncccn3)CC2)CC1 | 0.4 | -2% | 11% | 2% | ? | 1 | -19% | 3%

Continuation.
SMILES | IL-2 act | PLK1 PBD inh | EPAC1 ag | WRN inhibitor | EPAC1 antag | PI5P4K alpha inh | FUS yeast rescue | Abeta rescue
CCOC(=O)c1nc(C(=O)NCc2ccc(C)cc2)nc2ccccc12 | -0.4 | -12% | -6% | 1% | -19% | -8 | 7% | -19%
Cc1ccc(/C=C/C(=O)OCC(=O)NC(=O)NCc2ccccc2)cc1 | 0.1 | -4% | 20% | -2% | 6% | 2 | -20% | 2%
O=C(NCCC(=O)N1CCN(c2ccccc2O)CC1)c1ccc(Cl)cc1 | 0.3 | -2% | -3% | 2% | 13% | -19 | 19% | 8%
COc1ccc(C2/C=C\CN(C(=O)C3CCCC3)CC(=O)N2Cc2ccc(F)cc2)cc1 (centres undefined) | 0.5 | -13% | 13% | -18% | ? | -4 | 1% | -1%
COc1cc(C2C(C(=O)c3ccco3)=C(O)C(=O)N2Cc2cccnc2)cc(OC)c1OC (centres undefined) | -4.6 | -3% | 6% | -10%[57.1 µM] | 0% | · | -6% | 3%
COc1ccc(CCn2c(-c3ccc(C(C)(C)C)cc3)n[nH]c2=S)cc1OC | 0.9 | 38µM* | 6% | -1% | 9% | -3 | 9% | 3%
NC(=O)c1cnn(Cc2ccc(Cl)cc2)c1N | 0.5 | -8% | 4% | 10% | 13% | -4 | 12% | 3%
COc1ccc(N2CCN(CCNC(=O)c3ccc4nc5ccccc5c(=O)n4c3)CC2)cc1 | -3.5 | 3% | -14% | -3% | 22% | -2 | -16% | -4%
S=c1nc[nH]c2c1ncn2-c1ccccc1 | 0.3 | -8% | 7% | -2% | 15% | 7 | -6% | 6%
Cc1cccc(/C=N/n2c(COc3ccccc3)n[nH]c2=S)c1 | 0.1 | 24µM* | 2% | -7% | -28% | -1 | -20% | 10%
C#CCN1C(=O)S/C(=C\c2ccc(-c3ccc(Cl)c(C(=O)O)c3)o2)C1=O | -0.4 | -24% | 2% | -4%[11.6 µM] | 2% | ? | -8% | 0%
Cc1c(C(=O)OCC(=O)c2c(N)n(CC(C)C)c(=O)n(C)c2=O)oc2ccccc12 | -1.0 | -8% | -11% | -4% | -27% | 13 | 17% | 5%
COc1ccc(N/C=C\C(=O)c2ccc3c(c2)OCO3)cc1OC | 2.5 | 1% | -9% | -16%[57.1 µM] | -8% | -1 | 5% | -90%[inhibitor]
COc1ccc(NC(=O)C2Cc3cccc(OC)c3O/C2=N\O)cc1 (centres undefined) | -0.1 | -14% | 13% | -3% | -6% | -4 | -28% | 4%
O=C(CSc1nc2scc(-c3cccs3)c2c(=O)n1CCc1ccccc1)N1CCCC1 | -0.5 | 0% | -6% | -6% | -4% | 4 | -6% | 3%
COc1nc(N(C)C)nc(N(C)c2cc(Cl)cc(Cl)c2)n1 | -1.0 | -13% | 4% | 7% | 3% | 17 | 9% | 0%
CC1CCCN(C(=O)COC(=O)c2ccc3[nH]c4c(c3c2)CCCC4)C1 (centres undefined) | -2.5 | 3% | -10% | 3% | -11% | 0 | 5% | 10%
COc1cc(OC)c(C(=O)NC2CCCCCC2)cc1OC | -0.5 | -13% | 3% | -8% | 13% | 0 | 24% | -21%
CCc1cccc(NC(=O)CSc2nnc(Cc3ccc(OC)cc3)c(=O)[nH]2)c1 | 1.5 | -18% | -12% | -8% | -4% | -5 | 23% | -10%
COc1ccc(/C=N/Nc2nc(C)c([N+](=O)[O-])c(N(C)c3ccccc3)n2)cc1OC | 0.3 | -4% | -3% | 8% | 8% | 7 | 14% | -5%
O=C(CC(=O)N/N=C/c1c(Cl)cccc1Cl)NCc1cccnc1 | 0.7 | -6% | -15% | -30% | -23% | -8 | 4% | 8%
O=C(COC(=O)c1cccc(S(=O)(=O)N2CCOCC2)c1)Nc1ccc(Cl)cn1 | 0.8 | -1% | 1% | 6% | -26% | 2 | -15% | -16%
Cn1c(=O)c2cc(NC(=O)Nc3cccnc3)ccc2n1Cc1cccc(C(F)(F)F)c1 | 0.8 | 2% | -11% | -9% | 4% | 2 | -3% | -7%
CC(C)c1ccc(NC(=O)CCNC(=O)N2CC(=O)Nc3ccccc32)cc1 | -3.1 | -12% | -11% | -21% | 6% | 4 | 37% | -12%
CCOC(=O)c1c(NC(=O)CCS(=O)(=O)c2ccccc2)sc2c1CCN(C(C)C)C2 | -3.1 | -14% | -7% | -7% | -10% | -1 | · | 2%
CS(=O)c1nc(-c2ccc(Br)cc2)cc(-c2ccccc2)c1C#N (centres undefined) | -3.0 | -5% | 17% | -33% | -15% | · | -2% | 9%
CC(=O)N(C(C)=O)c1nc(-c2ccccc2)cn1/N=C/c1cccc([N+](=O)[O-])c1 | -0.8 | -9% | 4% | -34% | 11% | 0 | -16% | 12%
CC(C)Oc1cc(F)ccc1-c1cc(C(=O)NCc2cccs2)[nH]n1 | 0.6 | -18% | 0% | -11% | -22% | 1 | -8% | -8%
Cc1cc(NC(=O)c2ccc(C)s2)n(-c2nc3ccccc3[nH]2)n1 | -3.7 | -3% | -13% | 4% | -7% | -9 | -31% | -8%
